Screens from PubChem BioAssay.
All columns: NCI-60 one-dose screen, growth in % after 48 h at 10 µM unless noted; 100 = growth as untreated, 0 = no growth, -100 = all killed.
SF-268 – SF-268 CNS cancer cells | 82,000 compounds, 3.1% hits
SNB-19 – SNB-19 CNS cancer cells | 81,000 compounds, 2.5% hits | AID 1794751
SF-295 – SF-295 CNS cancer cells; 79,000 compounds, 5.6% hits; AID 1794758
SNB-75 – SNB-75 CNS cancer; 79,000 compounds, 5% hits
SF-539 – SF-539 CNS cancer | 81,000 compounds, 6.8% hits
HCC-2998 – HCC-2998 colon cancer; 79,000 compounds, 4.7% hits; AID 1794799
PC-3 – PC-3 prostate cancer cells | 80,000 compounds, 3.9% hits
U251 – U251 CNS tumor cells; AID 1794753; 80,000 compounds, 5.4% hits
* marks the source's active call; other numbers are inactive results; · = no result given; & = joins results of further samples. How the source made its calls: active means growth percent below 10; inactive means the rest.

SMILES	SF-268	SNB-19	SF-295	SNB-75	SF-539	HCC-2998	PC-3	U251
COc1cc(C(=O)NN)cc(OC)c1OC	98	109	102	106	97	103	110	95
Cn1cc(-c2cc3ncnc(Nc4ccc(CC(=O)Nc5cc(C(C)(C)C)nn5C)cc4)c3s2)cn1	52	96	58	56	47	81	44	61
CC1Cc2c(N(C)C)ncnc2N(C)c2ccccc21 (stereo not drawn)	102	106	108	91	109	108	93	101
CN(C)c1ccc(-c2ccccc2)cc1	111	115	·	98	97	95	103	92
O=C(Nc1cccnc1Nc1ccccc1)c1cn(Cc2ccc(F)cc2)nn1	94	104	98	86	97	100	88	102
CCOC(=O)c1c(C)n(-c2ccccc2)c2c1c(-c1ccccc1)nc1ccccc12	103	88	95	80	103	107	74	95
CN1CCN(C(=O)[C@@]2(C)CC[C@]3(C)CC[C@]4(C)C(=CC[C@@H]5[C@@]6(C)C/C(=C/c7ccncc7)C(=O)C(C)(C)[C@@H]6CC[C@]54C)[C@@H]3C2)CC1	68	63	64	63	58	58	24	33
COc1cc(/C=N/NC(=S)Nc2ccc(C(F)(F)F)cc2)ccc1F	103	101	91	94	106	100	71	94
O=C(Cn1c[n+](CC(=O)c2ccc(Br)cc2)c2ccccc21)Nc1cccc2cccnc12	73	79	103	53	92	94	81	91
COc1ccc(-c2nc(SCC(C)C)nc(NNC(N)=O)c2C#N)cc1	93	95	99	79	95	114	90	93
CC(C)CCC1(CCBr)C(=O)NC(=Nc2ccccc2)NC1=O (stereo not drawn)	106	103	·	82	104	112	99	100
O=C1NC(=NC2CCCCCC2)N/C1=C\c1ccc2ncoc2c1	35	30	48	15	-2.2*	69	54	33
O=C1CCC(=O)N1C(=O)c1ccccc1	105	98	101	95	99	102	100	99
O=C(Cn1cc(CN2C(=O)c3ccccc3S2(=O)=O)nn1)Nc1ccc([N+](=O)[O-])cc1Cl	100	98	108	97	101	98	95	·
Cc1cc(C(NC(=O)C2CC3(CC(Nc4cccc5c4C(=O)N(C4CCC(=O)NC4=O)C5=O)C3)C2)c2ccc3c(c2)OC(F)(F)O3)c(O)c2ncccc12 (stereo not drawn)	14	7.8*	8.1*	25	-25*	37	18	7.1*
CCOc1ccc(NC(=O)CSc2nc3ccccc3c(=O)n2CCc2ccc(S(N)(=O)=O)cc2)cc1	65	64	90	50	78	79	95	59
Clc1ccc(OCc2cn(Cc3ccc(-c4ccccc4-c4nn[nH]n4)cc3)nn2)cc1	103	108	110	90	99	108	102	104
NCCNCc1ccccc1	96	105	105	86	106	103	96	106
COc1cc(NC(=O)c2ccc3c(c2)nc(-c2ccco2)n3CCCOC(C)C)cc(OC)c1OC	96	101	97	77	75	99	·	93
CCOC(=O)Nc1ccccc1NC(=O)OCC	98	100	97	90	105	95	87	92
O=C(NCCNC(=O)c1ccc(F)cc1)Nc1ccc(-n2cc(-c3ccncc3)c(-c3ccc(Cl)c(O)c3)n2)cc1	5.8*	23	-59*	19	-38*	-28*	-5.9*	-20*
O=C(Nc1ncc(Cc2cccc(Cl)c2)s1)C1=NCCCN1	96	94	101	83	104	111	92	99
Nc1nnc(-c2ccc([N+](=O)[O-])o2)s1	103	92	124	87	112	98	91	102
CN(C)c1ccc(N=Nc2ccc3ncccc3c2)cc1	89	99	117	96	105	99	95	95
Cc1cc(C2(c3ccc(O)c(C)c3)C(=O)N(Cc3ccccc3)c3ccccc32)ccc1O	83	103	77	84	96	99	73	99
SMILES	SF-268	SNB-19	SF-295	SNB-75	SF-539	HCC-2998	PC-3	U251
O=C(n1ccc2cc(OS(=O)(=O)c3ccc(Cl)c(C(F)(F)F)c3)ccc21)C12CC3CC(CC(C3)C1)C2	96	103	99	96	100	101	90	108
N/C(=N\O)c1ccc(Cl)cc1	104	113	100	97	81	99	94	93
Cc1cc(=O)oc2cc(OCCCCOc3ccc(/C=C/C(=O)Nc4ccc(F)c(Cl)c4)cc3)ccc12	111	93	101	116	89	123	100	95
O=C1C(=O)c2c(nc3ccc(Br)cn23)-c2ccccc21	-72*	-86*	-100*	-95*	-99*	-82*	-63*	-100*
CC(=O)N1CCN(C(=O)Cn2c(-c3ccccc3)csc2=N)CC1	100	103	·	68	92	107	84	97
c1ccc(CC[C@@H]2C[C@@H]3Cc4ccc5ccccc5c4N2O3)cc1	102	103	90	98	85	112	99	97
O=[N+]([O-])c1ccc(S(=O)(=O)N2CCN(c3ccccc3)CC2)cc1	91	88	96	74	93	100	91	89
NC(=S)N/N=C/c1nccn1-c1ccccc1	99	104	·	101	107	107	101	102
O=c1[nH]c2c(cnn2-c2ccc(Cl)cc2)c(=O)n1-c1cccc(Cl)c1	100	85	·	86	99	104	84	97
O=C(O)c1cn(C2CC2)c2cc(N3CCN(C(=O)N(c4ccccc4)c4nc(-c5ccc(Br)cc5)cs4)CC3)c(F)cc2c1=O	93	93	90	89	104	101	81	91
COc1ccc(-c2ccn(S(=O)(=O)c3ccc(OC)cc3)n2)cc1	96	97	73	89	87	88	66	87
CCSc1nc(NC)c2c(C)csc2n1	91	91	100	83	89	107	92	94
O=C1/C(=C/c2ccc(OCc3ccccc3)cc2)N=C2SCCCN12	91	91	76	87	93	·	76	88
COc1cc2nc(SCc3nnc(NC(=O)c4ccccc4)s3)n(-c3ccc(Cl)cc3)c(=O)c2cc1OC	102	93	101	116	99	106	101	99
COc1cc(C2CC(c3cccc(Nc4ccncc4)c3)=NN2C=O)cc(OC)c1OC (stereo not drawn)	92	102	99	87	111	105	99	99
FC(F)Oc1ccc(C(Nc2ccc(Cl)cc2)c2nnnn2C2CCCCC2)cc1OC1CC1 (stereo not drawn)	86	96	81	63	95	102	64	91
O=C(CCCl)Nc1cccc(Cn2c(=O)[nH]c3ccc(Oc4ncccn4)cc3c2=O)c1	91	88	97	98	91	107	87	89
O=C1C(SCc2ccccc2)=C(Cl)CN1c1ccc(Cl)cc1	108	97	102	103	98	96	107	86
Nn1c(=O)[nH]n2c(=O)c3cnn(-c4ccccc4)c3nc12	101	111	105	94	101	108	101	104
COc1ccc(-c2ccc(-c3ccc(C(=N)N)c(F)c3)s2)cc1	-90*	-90*	-87*	-99*	-94*	-84*	-89*	-95*
CC(C)c1nc2ccccc2n1CC(=O)N/N=C/c1ccccc1Cl	93	90	109	90	106	109	91	92
COC(=O)CCCCI	116	91	81	90	100	109	87	97
CCCCC(O)Cn1ncc(C(=O)OCC)c1NC(=O)NCc1cccc(C(F)(F)F)c1 (stereo not drawn)	92	94	86	93	97	126	89	87
COc1ccc(/C=C(\C#N)n2nc3cc(F)c(F)cc3n2)cc1	89	97	101	93	106	107	90	100
CCOC(=O)c1cc2c(nc1OC)-c1cnn(-c3ccc(OC)cc3)c1CC2	76	93	94	83	92	98	71	·

Whole records from above. Order of screens: SF-268	SNB-19	SF-295	SNB-75	SF-539	HCC-2998	PC-3	U251
`O=C1/C(=C/c2ccc(OCc3ccccc3)cc2)N=C2SCCCN12` is listed as 91	91	76	87	93	·	76	88
`COc1ccc(/C=C(\C#N)n2nc3cc(F)c(F)cc3n2)cc1` is listed as 89	97	101	93	106	107	90	100

Two entries picked at random from the list so far, as already listed:
SMILES	SF-268	SNB-19	SF-295	SNB-75	SF-539	HCC-2998	PC-3	U251
CC(C)c1nc2ccccc2n1CC(=O)N/N=C/c1ccccc1Cl	93	90	109	90	106	109	91	92
O=C(CCCl)Nc1cccc(Cn2c(=O)[nH]c3ccc(Oc4ncccn4)cc3c2=O)c1	91	88	97	98	91	107	87	89

Remaining list, next part
SMILES	SF-268	SNB-19	SF-295	SNB-75	SF-539	HCC-2998	PC-3	U251
C=CCn1c(=N)c(S(=O)(=O)c2ccccc2)cc2c(=O)n3ccccc3nc21	94	97	101	80	98	104	95	108
Cn1c(Cc2ccccc2)nc(=O)c2ccccc21	112	98	131	114	112	97	99	114
CCCCCn1c(=O)c2c(nc(NCCc3ccc(O)c(O)c3)n2C)n(C)c1=O	88	92	100	85	82	99	·	96
N#Cc1c(-c2cccs2)nc(N2N=C(c3ccccc3)CC2c2ccc(F)cc2)[nH]c1=O (stereo not drawn)	99	103	102	76	91	95	82	108
N#Cc1cccc(COc2ccc(-c3cc(CN4CCN(Cc5ccc(C(F)(F)F)cc5)CC4)no3)cc2F)c1	88	82	57	92	81	76	·	86
Clc1ccc(-c2nnc(Cn3nnc4ccccc43)o2)cc1	101	91	107	90	99	103	96	99
CCCCCCCCCNCCCCCCCCC	80	82	67	67	57	24	59	49
O=C(O)CNC(=S)Nc1ccccc1	106	105	85	84	104	106	·	108
O=C1N=C(c2c(-c3[nH]c(=O)c4ccc(Br)cc4c3O)c(O)c3ccccc3c2O)C(=O)c2cc(Br)ccc21	-41*	4.1*	17	-36*	-58*	-44*	-61*	-58*
COc1cccc(-c2nc3sccn3c2-c2ccnc(NCCNS(=O)(=O)c3ccccc3)n2)c1	63	97	64	80	80	119	69	72
O=C(Nc1ccc(Cl)cc1)Nc1cccc(Oc2nnc(Cl)c3ccccc23)c1	86	103	92	74	85	115	68	87
CCOC(=O)c1ccc(NC(=O)Nc2ccc(-c3ccc(F)cc3)nc2C)cc1	108	102	98	114	97	139	97	96
O=C(/C=C/c1ccccc1)Nc1ncccc1OCc1cn(Cc2ccc(Cl)cc2)nn1	101	106	84	64	99	120	86	101
O=C(/C=C/c1ccc(Cl)cc1)n1nc(-c2ccccc2)nc1-c1ccccc1	110	103	·	81	94	105	92	·
O=C(c1ccccc1)c1c(/C=C/c2ccccc2)nc2ccccc2c1/C=C/c1cccs1	93	88	106	80	106	104	87	92
NC(=O)c1cnc(Nc2ccc(N3CCOCC3)cc2)nc1NCCCNC(=O)C1CCC1	77	87	79	77	13	100	69	79
CN(C)Cc1cc(C(C)(C)C)cc(CN(C)C)c1O	99	114	96	92	96	111	92	102
O=C(CBr)c1c2c(cc3c1CCCC3)CCCC2	89	96	98	98	95	102	93	88
O=C(O)CCCN1C(=O)/C(=C/c2ccc(F)cc2)SC1=S	101	94	103	108	104	115	95	104
CCOC(=O)/C=c1\sc2n(c1=O)NC1C(N=2)N(CC)C(=O)N1CC (stereo not drawn)	100	99	99	97	104	96	91	103
CCCCCCCCCCOc1ccc(/C=C/C(=O)c2ccc(B(O)O)cc2)cc1	84	109	101	72	77	100	83	·
Cc1ccc2nc(COc3ccc(C(=O)NN4C(=O)c5c(Cl)c(Cl)c(Cl)c(Cl)c5C4=O)cc3)[nH]c2c1	109	97	102	103	97	114	102	100
CC(C)(C)C(=O)Nc1ccccc1	103	103	105	86	103	94	89	105
O=C(COc1ccc(-c2nc3ccccc3c(=O)[nH]2)cc1)N/N=C/c1ccccc1	100	95	89	88	93	109	101	94
CCN(CC)CCOC(=O)C1(CCC(C)C)CCCCC1	103	102	121	84	106	103	90	108
SMILES	SF-268	SNB-19	SF-295	SNB-75	SF-539	HCC-2998	PC-3	U251
Nc1cc(S(N)(=O)=O)ccc1N1CCCC1	100	107	95	105	108	102	93	103
COc1ccc(Nc2nc(N)nc3c(OC)nccc23)cc1	112	115	102	105	116	99	81	104
C/C(=N\NC(=O)CSc1nc(-c2cnccn2)cc(-c2cccs2)c1C#N)c1cnccn1	96	101	102	·	99	100	93	109
OC(c1ccccc1)c1nc2ccccc2[nH]1 (stereo not drawn)	108&111	106&92	112&87	84&99	109&92	102&94	114&116	100&103
O=C(O)c1ccc(NC(=S)Nc2ccc(S(=O)(=O)Nc3ccccn3)cc2)cc1	109	95	·	91	50	103	78	105
C=CC(=O)N1CCN(c2ccc3cccc(NC(=O)c4cnc(C)cn4)c3n2)CC1	38	62	61	15	35	72	44	32
N#Cc1ncc(-c2ccc(F)c(F)c2)c(NC2CCCCCC2)n1	74	79	103	74	92	93	80	85
Cc1ccc2c(c1)/C(=C/C(=O)c1cc3ccccc3oc1=O)C(=O)N2	84	88	104	89	61	106	73	74
CSc1nc2c(c(=O)[nH]1)C1(C(=O)N(C)c3ccccc31)c1c(nc(SC)[nH]c1=O)N2	101	105	102	93	99	102	101	106
O=C(Nc1cc(Cl)ccc1O)c1ccc(Nc2ccnc(C(F)(F)F)c2)cc1	69	25	-7.6*	69	80	35	15	32
COc1cccc2nc(Nc3ccc(F)c(NC(=O)c4ccc(CN5CCN(C)CC5)c(C(F)(F)F)c4)c3)ccc12	22	-49*	-84*	-3.8*	-94*	-94*	-8.4*	-43*
COc1cc2c(c(OC)c1O)C(=O)C(OC)C(c1ccc(O)c(O)c1)O2 (stereo not drawn)	25	21	-6.3*	-8.1*	-23*	20	-22*	15
O=C(O)/C=C\C(=O)Nc1ccc(Cc2ccc(NC(=O)/C=C\C(=O)O)cc2)cc1	103	100	101	106	99	95	92	102
Cc1c(CCO)c(=O)n2n1CCCC2	102	105	103	97	110	107	91	98
O=C(Nc1ccccc1)Nc1ccc(C(=O)/C=C2\C(=O)Nc3ccccc32)cc1	96	98	103	89	102	120	88	87
CC(=O)Nc1cc(=O)[nH]c(SCC(=O)N2CCN(c3cc4c(cc3F)c(=O)c(C(=O)O)cn4C3CC3)CC2)n1	102	101	103	89	104	98	91	104
COc1ccc(-n2nc(NC(=O)c3ccccc3)c(-c3ccccc3)n2)cc1	100	103	69	86	105	110	82	87

4 compounds already listed, sorted by heavy-atom count, falling.
SMILES	SF-268	SNB-19	SF-295	SNB-75	SF-539	HCC-2998	PC-3	U251
C=CC(=O)N1CCN(c2ccc3cccc(NC(=O)c4cnc(C)cn4)c3n2)CC1	38	62	61	15	35	72	44	32
Cc1ccc2c(c1)/C(=C/C(=O)c1cc3ccccc3oc1=O)C(=O)N2	84	88	104	89	61	106	73	74
N#Cc1ncc(-c2ccc(F)c(F)c2)c(NC2CCCCCC2)n1	74	79	103	74	92	93	80	85
OC(c1ccccc1)c1nc2ccccc2[nH]1 (stereo not drawn)	108&111	106&92	112&87	84&99	109&92	102&94	114&116	100&103
